High-throughput results from PubChem.
RBBP9 inh – inhibitors of human serine hydrolase RBBP9. O75884. recombinant RBBP9, FP-Rh probe fluorescence polarization. inhibition, % at 7.94 µM. 220,000 tested, 0.2% active. AID 1515;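 active = inhibition above the campaign mean of all tested compounds plus 3 SD, cut at about 14% in these data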;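 note: plate controls were DMSO wells with RBBP9 for no effect and wells lacking RBBP9 protein for full effect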
Target sequence (O75884 whole entry, looked up): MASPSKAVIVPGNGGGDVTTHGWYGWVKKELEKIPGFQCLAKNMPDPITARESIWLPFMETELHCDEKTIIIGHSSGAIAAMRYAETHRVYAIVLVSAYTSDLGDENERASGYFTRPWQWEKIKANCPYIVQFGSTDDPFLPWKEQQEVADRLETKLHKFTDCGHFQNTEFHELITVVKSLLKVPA
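Measured by: FP readout at 525/598 nm; material: recombinant human RBBP9; also added: Serine-hydrolase probe FP-Rh, 375 nM pre-mixing; medium: Tris buffer pH 8.0, NaCl, Pluronic; replication: one well per compound; doses: one concentration, 7.94 µM nominal, 0.794% DMSO; timing: preincubation 30 min plus labeling 45 min at 25 °C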
Tb hexokinase – blocks Trypanosoma brucei hexokinase 1 activity; 220,000 tested, 0.11% active; inhibition, % at 10 µM; recombinant TbHK1, G6PDH-coupled NADH A340;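 active = inhibition of 50% or more in the single-dose primary screen; inactive = inhibition below 50%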
Ba/F3 V617F tox – reduce viability of Ba/F3 cells dependent on JAK2V617F; AID 1446; Ba/F3 EpoR-JAK2V617F viability, ATP luminescence; 220,000 tested, 1.1% active; inhibition, % at 5.6 µM;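 active = inhibition above the campaign mean plus 3 SD over all tested compounds, cut at about 24% in these data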;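 note: cytokine-independent growth of Ba/F3 cells driven by EpoR plus mutant JAK2; 0% = DMSO-treated cells and 100% = JAK inhibitor I control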
Furin inh – inhibitors of human furin; P09958; 220,000 tested, 0.061% active; AID 463115; inhibition, % at 30 µM; purified furin, fluorogenic substrate cleavage; in the data active = inhibition above about 25%; note: inactives centre near -15
Target sequence (P09958 108-714 limits assumed): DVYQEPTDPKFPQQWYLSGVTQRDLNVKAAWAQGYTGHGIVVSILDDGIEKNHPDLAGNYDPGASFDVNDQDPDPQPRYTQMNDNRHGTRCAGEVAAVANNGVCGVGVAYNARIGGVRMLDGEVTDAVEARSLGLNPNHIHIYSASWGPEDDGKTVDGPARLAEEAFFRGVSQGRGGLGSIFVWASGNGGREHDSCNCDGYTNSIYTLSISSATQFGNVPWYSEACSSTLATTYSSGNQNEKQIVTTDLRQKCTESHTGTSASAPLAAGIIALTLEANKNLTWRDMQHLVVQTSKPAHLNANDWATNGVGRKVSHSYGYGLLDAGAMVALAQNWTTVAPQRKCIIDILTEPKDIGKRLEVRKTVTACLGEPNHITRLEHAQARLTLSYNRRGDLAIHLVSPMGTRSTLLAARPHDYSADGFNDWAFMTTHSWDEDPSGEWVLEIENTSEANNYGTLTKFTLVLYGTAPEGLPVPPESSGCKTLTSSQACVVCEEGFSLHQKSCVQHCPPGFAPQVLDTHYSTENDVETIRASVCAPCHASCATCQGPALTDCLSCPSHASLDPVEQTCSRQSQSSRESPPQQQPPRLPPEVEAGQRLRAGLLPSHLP
PPC-1+TRAIL kill – kills PPC-1 cancer cells in the presence of TRAIL. 220,000 tested, 0.41% active. PPC-1 cells + TRAIL, ATPLite viability luminescence. cell killing (% activity), % at 4 µM;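 active = cell killing above 50% in the first pass at 4 µM, then a duplicate retest at 5 µM averaging 50% or more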;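 note: plate controls were cells with TRAIL plus DMSO for no effect and medium-only wells lacking cells for full effect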
EP2 antag – EP2 receptor (human) inhibition | inhibition, % at 25 µM | AID 1422 | 260,000 tested, 0.52% active | P43116 | C6 glioma cells expressing human EP2, cAMP TR-FRET; cells stimulated with saturating PGE2;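 active = percent inhibition above 40 after rounding to a whole number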;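 note: rat C6 glioma host cells with rolipram phosphodiesterase inhibitor present; the protocol text gives 20 µM as final concentration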
p47phox inh – inhibitors of human p47phox binding; p47phox/p22phox peptide binding, fluorescence polarization, 2 h; inhibition, % at 24.7 µM; 220,000 tested, 0.53% active; AID 1274;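 active = inhibition above about 30%, limit read from the data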;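 note: 0% = p47phox with labelled peptide and 100% = labelled peptide alone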
BaF3 parental – counter-screen for JAK2V617F inhibitors: parental Ba/F3 viability inhibitors. inhibition, % at 5.6 µM. 220,000 tested, 1.1% active. CellTiter-Glo ATP luminescence;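 active = inhibition above a per-campaign cutoff, the mean inhibition of all tested compounds plus 3 SD, cut at about 27% in these data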;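 note: 0% = DMSO wells and 100% = JAK Inhibitor I control wells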
p97 ATPase inh – human p97 ATPase inhibition; P55072; recombinant p97 ATPase, Kinase-Glo ATP luminescence, 3 h; inhibition, % at 8 µM; 220,000 tested, 0.42% active; AID 1481; in the data active = inhibition above about 15%;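 note: 0% = DMSO vehicle and 100% = wells lacking enzyme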
* = called active by the depositor; x = no result given; & = joins results of further samples; [ ] = remark or other dose. Some of the compounds tested; count on the stated rates, not on these rows.

Start of the listing, in advance:
Order of values: RBBP9 inh | Tb hexokinase | Ba/F3 V617F tox | Furin inh | PPC-1+TRAIL kill | EP2 antag | p47phox inh | BaF3 parental | p97 ATPase inh
Cc1ccc(CNC(=O)C2CC3Cn4c(nc5cc(Cl)c(Cl)cc54)C3N2C)o1 (stereo unspecified)
  x | -16 | x | -25 | -9 | 11 | -7 | x | x
CNc1oc(-c2ccc(Cl)cc2)nc1C#N
  -5 | -20 | 1 | -106 | -6 | 5 | -9 | 11 | 4

The list itself, from the start:
Order of values: RBBP9 inh | Tb hexokinase | Ba/F3 V617F tox | Furin inh | PPC-1+TRAIL kill | EP2 antag | p47phox inh | BaF3 parental | p97 ATPase inh
Cc1ccc(CNC(=O)C2CC3Cn4c(nc5cc(Cl)c(Cl)cc54)C3N2C)o1 (stereo unspecified)
  x | -16 | x | -25 | -9 | 11 | -7 | x | x
CNc1oc(-c2ccc(Cl)cc2)nc1C#N
  -5 | -20 | 1 | -106 | -6 | 5 | -9 | 11 | 4
COc1cc(/C=C2\SC(=O)N(c3ccc(Cl)cc3)C2=O)cc([N+](=O)[O-])c1O
  -3 | -2 | 0 | -14 | 12 | 3 | -15 | 4 | 5
O=C(NC1=NCCS1)NC12CC3CC(CC(C3)C1)C2
  -5 | 3 | -3 | -19[20 µM] | 4 | 12 | -6 | 1 | 4
O=C(NCc1cccs1)Nc1cccc(Cl)c1
  -8 | 12 | -2 | -21[20 µM] | x | 15 | x | 3 | 4
O=S(=O)(c1ccccc1)N1CCN(c2nc(-c3cccs3)nc3ccccc23)CC1
  -1 | -4 | 1 | -24 | -7 | 6 | -26 | 0 | 0
COc1ccc(N=C2SC(CC(=O)Nc3cccc(Cl)c3)C(=O)N2Cc2ccco2)cc1 (stereo unspecified)
  -35 | 14 | 0 | -7 | 9 | 3 | -21 | 3 | -1
CCCN(Cc1cc2cc(C)ccc2[nH]c1=O)S(C)(=O)=O
  -4 | 19 | -2 | -13 | -10 | 9 | -14 | 2 | 5
O=C(CCc1c[nH]c2ccccc12)N1CCN(c2ccc(F)cc2)CC1
  8 | -1 | -4 | -21 | -9 | 8 | -3 | 0 | 1
COc1ccc(CNc2nc3ccccc3n2CCN2CCCCC2)c(OC)c1
  0 | 10 | 0 | -18 | 9 | 3 | -2 | 5 | 1
CCCC(c1c(C)n(C)n(-c2ccccc2)c1=O)c1c(C)n(C)n(-c2ccccc2)c1=O
  -11 | 3 | -2 | -21 | -14 | 19 | 7 | -3 | 1
O=S(=O)(c1ccc(F)cc1)N1CCC(N2CCCCCC2)CC1
  12 | -2 | -4 | -27[20 µM] | 14 | 8 | -14 | 3 | 4
C=C(C)C(=O)Nc1cccc(C2=NOC3(C2)C[C@@H](C(N)=O)N(C(=O)c2cc([N+](=O)[O-])cc([N+](=O)[O-])c2C)C3)c1 (stereo partly specified)
  x | -6 | x | -21 | 10 | 9 | 0 | x | x
Cc1noc(C)c1COC(=O)/C=C/c1ccc(Cl)cc1
  -4 | -1 | 1 | -25 | 17 | 3 | -2 | 6 | 0
Cc1ccc(Sc2ncnc(N)c2[N+](=O)[O-])cc1
  -7 | -6 | -5 | -23 | 2 | 8 | -17 | -3 | 12
CC(N)C12CC3CC(C1)CC(C(C)N)(C3)C2 (stereo unspecified)
  1 | 0 | -3 | -10[20 µM] | -3 | 12 | -7 | 4 | 8
COc1ccc(N2CC(C)(C)C2=O)cc1
  2 | 7 | 3 | -12 | 13 | 2 | 2 | 6 | 5
O=C(CN1CCN(c2ccc(O)cc2)CC1)Nc1cc([N+](=O)[O-])ccc1Cl
  -11 | -5 | 2 | -13 | 21 | 4 | 25 | 6 | 5
CCOC(=O)Cc1c(C)c2c(C)[nH]nc2oc1=O
  -4 | -11 | -1 | -16 | 5 | 2&11 | -11 | -2 | 1
COc1ccccc1-c1ccc(SCC(=O)NCc2ccc3c(c2)OCO3)nn1
  0 | -8 | -1 | -7 | 13 | 6 | -2 | 2 | 2
Cc1cc2cc(CNC(=S)NCc3ccccc3)ccc2n1C
  1 | 5 | -1 | -13 | 18 | 5 | -13 | 5 | 3
Cc1ccc(C(=O)N[C@H](C(=O)OCc2nnc(-c3ccccc3)o2)C(C)C)cc1
  -8 | -3 | -7 | -22 | -10 | 6 | -11 | 3 | 3
CCOC(=O)c1c(C)[nH]c(C(C)=O)c1C
  -8 | 2 | -6 | -13 | 2 | 8 | -6 | -1 | 5
CC(/C=C/C=C/c1ccccc1)=N/NC(=O)c1ccc2c(c1)OCCO2
  0 | -17 | -3 | -15 | -1 | 20 | -5 | -1 | 1
Cc1cc(N2CCCC2)ccc1/C=N/n1cnnc1
  2 | -40 | 6 | -4[20 µM] | 10 | 12 | -1 | 8 | -2
CCN(CC)C(=O)/C(=C\c1ccc2c(c1)OCO2)NC(=O)c1ccc(Br)cc1
  -1 | -12 | -3 | -23[20 µM] | 3 | x | 1 | 2 | 9
C/C(=N\OCC(=O)O)c1ccc(Cl)cc1
  -7 | -5 | 3 | -11 | 11 | 8 | -6 | -2 | 0
CS(=O)(=O)c1ccc(Cl)c(NC(=O)COC(=O)c2cccc(C#N)c2)c1
  -9 | 4 | 4 | -17 | 1 | 0 | 7 | -1 | -4
O=C(CN1CCCC1)Nc1c2c(nc3ccccc13)N(Cc1ccccc1)CC2
  10 | -13 | -3 | -33[20 µM] | 19 | 13 | -18 | 3 | 3
CC(C)(C)NC(=S)NCc1cccnc1
  -9 | 1 | 2 | -4[20 µM] | 16 | 3 | 6 | 6 | -1
CC(=O)Nc1ccc(N(C(=O)CNC(=O)c2cccs2)C(C(=O)NC(C)(C)C)c2ccccc2)cc1 (stereo unspecified)
  -5 | 2 | 0 | -22 | x | 2 | -1 | 7 | 0
Cc1cc(Cl)ccc1OCCCC(=O)N1CCOCC1
  0 | -3 | -2 | 29*[20 µM] | 5 | 9 | -1 | 2 | 10
COc1cc(OC)cc(C(=O)NC2CCN(Cc3nnnn3Cc3ccc(F)cc3)CC2)c1
  -9 | -1 | 1 | -11 | 1 | 5 | -1 | 5 | -3
Cc1cc(C(=O)CN2C(=O)NC3(CCCCC3C)C2=O)c(C)n1Cc1cccs1 (stereo unspecified)
  -5 | 2 | -1 | -20 | 17 | 6 | -20 | 6 | -1
COCCCNC(=O)c1cc(C(=O)Cc2ccccc2)c[nH]1
  -7 | 9 | 2 | -8 | 20 | 4 | 9 | 5 | -5
COc1ccc2c(c1)NC1(O)c3ccccc3C(=O)C21O (stereo unspecified)
  1 | -2 | -1 | -12 | 7 | 9 | -2 | 3 | 5
Cc1ccc(-c2nc(NC(=O)CSc3ncn[nH]3)ns2)cc1
  4 | -7 | -2 | -18 | 10 | 12 | -9 | -1 | 5
COC(=O)C1(S(=O)(=O)c2cc(Br)cc3c2N(C(C)=O)CC3)CC1
  -3 | -8 | 0 | -20 | 10 | 14 | -18 | -1 | 2
CCN(CC)S(=O)(=O)c1ccc(N2CCCC2)c(NS(=O)(=O)c2ccc([N+](=O)[O-])cc2)c1
  -7 | -1 | -6 | -15 | 11 | 5 | -9 | 1 | 3
Cn1c(=O)[nH]c(=O)c2[nH]c(NCCCN3CCOCC3)nc21
  -7 | 2 | -3 | -13[20 µM] | 1 | 13 | -11 | -1 | -2
Cc1c(Cl)ccc2c1NC(=O)[C@]21N[C@@H](Cc2ccccc2)[C@H]2C(=O)N(c3ccc(F)cc3)C(=O)[C@H]21
  -10 | -14 | 0 | -21[20 µM] | 4 | 11 | -19 | 4 | -1
CCCCNC(=O)NC12CC3CC(CC(C3)C1)C2
  4 | -3 | -1 | -23 | 10 | 13 | 2 | 7 | 5
COc1ccc(-c2cn3ccc(C)cc3n2)cc1
  -4 | -21 | 12 | -47 | 89*[5 µM] | 5 | -8 | 12 | -37
COc1ccc(CCNC(=O)C(NS(=O)(=O)c2ccc3c(c2)CCN3C(C)=O)C(C)C)cc1OC (stereo unspecified)
  11 | 0 | 65* | -12 | 16 | 7 | 0 | 11 | 1
CC1(c2ccc3c(c2)OCO3)NC(=O)N(CC(=O)Nc2ccc(N3CCOCC3)cc2)C1=O (stereo unspecified)
  7 | 2 | -1 | -27 | 14 | 12 | -13 | 7 | 0
CNC(=S)NCCN1CCOCC1
  -3 | 3 | -3 | -17 | 24 | 2 | -8 | 5 | 8
COc1ccc(-c2nn(C)c(=O)c3ccccc23)cc1CNC(=O)C1CCCCC1
  -4 | -5 | -1 | -7 | -24 | 4 | -6 | -1 | 1
CCCOc1cccc(C2C(C(=O)c3cccs3)=C(O)C(=O)N2Cc2cccnc2)c1 (stereo unspecified)
  -7 | -31 | -2 | -17 | 13 | 15 | -10 | 2 | 7
CCCCCC(=O)NC(=S)Nc1ccc(N2CCOCC2)cc1
  -15 | 30 | 3 | -3 | 1 | 4 | 4 | 6 | -9
O=c1cc(O)c(-c2ccc(Cl)c(Cl)c2)c(Cl)[nH]1
  -3 | 3 | 2 | -32 | 9 | 13 | -16 | 8 | 5

The list continues:
Order of values: RBBP9 inh | Tb hexokinase | Ba/F3 V617F tox | Furin inh | PPC-1+TRAIL kill | EP2 antag | p47phox inh | BaF3 parental | p97 ATPase inh
CCOc1ccc(-c2nc(-c3ccccc3)no2)cc1OCC
  -1 | 6 | -5 | -29 | 0 | 12&9 | -12 | 0 | -3
Cc1ccc(NC(=O)NNC(=O)c2ccccc2)cc1
  -9 | -6 | -1 | -10 | 6 | 5 | 0 | -2 | 1
CC(=O)N1CCC2(CC1)CC(=O)c1cc(OCC(=O)N3CCCC3)ccc1O2
  -2 | -3 | 1 | -36 | x | 4 | -8 | 3 | 2
COc1ccccc1NS(=O)(=O)c1cccc(NC(=O)c2[nH]c(C)c(C(C)=O)c2C)c1
  -19 | -15 | 2 | -17 | 14 | 4 | -5 | 1 | -2
COc1ccc(CSc2nncn2N)cc1Br
  -4 | -6 | 0 | -25 | 14 | 8 | -5 | 0 | 2
CCOc1cccc(SCc2noc(C(=O)NCCOC)c2C(=O)O)c1
  -1 | 0 | -3 | -7[20 µM] | 16 | 16 | 0 | 0 | 4
CC1CCN(CC(=O)N2CC(=O)Nc3ccccc32)CC1
  -4 | 4 | -1 | -14[20 µM] | -4 | 5 | 7 | 2 | 3
COC(=O)c1ccc(/C=C/c2ccc3cccc(OC(C)=O)c3n2)cc1
  0 | -17 | -2 | -5 | 5 | 8 | -5 | 3 | 7
CN(CC(=O)N1CCN(c2ccccc2)CC1)S(=O)(=O)c1cnc[nH]1
  3 | 5 | 0 | -27 | 25 | 12 | -12 | 3 | 7
Nc1c(C(=O)C2CC2)sc2nc(-c3cccs3)cc(C(F)(F)F)c12
  -11 | -2 | -1 | -24[20 µM] | 4 | 10 | -91 | 2 | 1
COc1ccc(CNC(=O)c2cc(-c3ccncc3)nc3c(C)cc(C)cc23)cc1OC
  0 | -15 | 2 | -18 | 13 | 14 | 9 | 12 | 0
COc1ccccc1CNC(=O)C1(c2ccc(Cl)cc2)CC1
  5 | 0 | -4 | -22 | 18 | 8 | 2 | 2 | 1
O=P(c1ccccc1)(c1ccccc1)C(O)c1ccco1 (stereo unspecified)
  -3 | 0 | -3 | -10[20 µM] | 38 | 10 | -11 | 0 | 3
COc1ccc(NC(=O)c2n[nH]c(=O)c3ccccc23)cc1S(=O)(=O)N1CCCCC1
  4 | -4 | 6 | -13 | 20 | 11 | -15 | 8 | -1
COc1ccc(OCCN2C(=O)NC(C)(c3ccc(C)cc3)C2=O)cc1 (stereo unspecified)
  -7 | 2 | -2 | -22[20 µM] | 40 | 8 | -12 | 0 | -1
